# OXTR agonist: agonists of human oxytocin receptor; 320,000 tested, 0.32% active; CHO-OTR cells, Fluo-8 calcium fluorescence; normalized: DMSO 0%, oxytocin 100%; activation, % at 3 µM;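 active = activation above the mean of all tested compounds plus 3 SD, cutoff set per screening run, cut at about 20% in these data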;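 also: peak over basal fluorescence ratio from a 100 s FLIPR kinetic read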
# GPR7 antagonist: antagonists of human GPR7 (neuropeptides B/W receptor 1); GPR7-expressing cells, fluorescence antagonist assay; P48145; inhibition, % at 4.4 µM; 290,000 tested, 1.1% active; AID 1861; in the data active = inhibition above about 16%, passing the limit was not always enough;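 also: cells stimulated with the agonist NPW; 0% = agonist with vehicle and 100% = vehicle without agonist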
# IMP-1 inhibitor: blocks Pseudomonas aeruginosa IMP-1 metallo-beta-lactamase; purified IMP-1, nitrocefin hydrolysis, epi-absorbance fluorescence; inhibition, % at 5.6 µM; 290,000 tested, 0.45% active; AID 1556;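 active = inhibition above the mean plus 3 SD of all compounds in the same screening run, cut at about 4.5% in these data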;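 also: 0% = IMP-1 with DMSO and 100% = DMSO wells lacking enzyme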
#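 system = purified recombinant IMP-1 beta-lactamase | amount = 0.2 nM IMP-1, as dispensed | medium = HEPES buffer pH 7.1 with ZnSO4 and Brij 35 | times = 25 °C, 15 min preincubation, 25 min reaction | detection = plate fluorescence quenching by hydrolysis product, ex 480/em 530 nm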
# GalR3 antag: human GalR3 antagonism. O60755. HEK293 GalR3-CNG cAMP membrane potential fluorescence; galR3 body fused to GalR1 C-terminus. inhibition, % at 3 µM. 360,000 tested, 0.44% active. AID 651719;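 active = inhibition above the screen-wide average plus 3 SD, cut at about 13% in these data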;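 also: forskolin and galanin both at EC90 stimulate the cells; cAMP rise reported by CNG channel membrane potential dye signal; 0% = forskolin plus galanin with DMSO and 100% = forskolin alone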
# Target sequence (O60755 1-299 limits assumed): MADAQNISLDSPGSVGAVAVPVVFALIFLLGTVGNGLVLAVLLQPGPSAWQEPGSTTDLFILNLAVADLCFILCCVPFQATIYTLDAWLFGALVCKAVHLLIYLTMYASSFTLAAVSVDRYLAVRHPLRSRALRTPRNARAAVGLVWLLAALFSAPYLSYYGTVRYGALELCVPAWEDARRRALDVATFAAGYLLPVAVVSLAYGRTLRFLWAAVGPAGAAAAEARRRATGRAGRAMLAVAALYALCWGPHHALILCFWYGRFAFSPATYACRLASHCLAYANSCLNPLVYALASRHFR
# V1R ag counter: V1a receptor agonism, counter-screen for OXTR agonists | P37288 | CHO-V1R cells, Fluo-8 calcium fluorescence, agonist mode; 0% DMSO, 100% 3 nM vasopressin | activation, % at 3 µM | 320,000 tested, 0.25% active | AID 2797;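 active = activation above the mean activation of all tested compounds plus 3 SD, per screening run, cut at about 20% in these data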;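 also: signal is peak over basal fluorescence ratio across a 100 second FLIPR read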
# Target sequence (P37288 whole entry, looked up): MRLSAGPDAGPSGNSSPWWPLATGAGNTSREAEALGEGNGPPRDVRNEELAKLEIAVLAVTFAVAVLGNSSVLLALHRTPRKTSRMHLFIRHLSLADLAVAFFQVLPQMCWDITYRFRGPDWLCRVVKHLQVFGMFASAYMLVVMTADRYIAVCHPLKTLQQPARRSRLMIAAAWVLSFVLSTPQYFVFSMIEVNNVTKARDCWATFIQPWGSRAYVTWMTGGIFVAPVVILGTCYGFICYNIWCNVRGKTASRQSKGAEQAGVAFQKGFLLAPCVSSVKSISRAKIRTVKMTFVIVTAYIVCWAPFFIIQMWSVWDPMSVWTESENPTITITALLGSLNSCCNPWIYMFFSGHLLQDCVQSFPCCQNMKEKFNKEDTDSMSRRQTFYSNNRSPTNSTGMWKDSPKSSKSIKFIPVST
# FID counter: displaces DNA intercalator in HCV helicase counter-screen; DNA fluorescent intercalator displacement, fluorescence; inhibition, % at 7.9 µM; 290,000 tested, 0.17% active; in the data active = inhibition above about 37%;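 also: 0% = vehicle and 100% = reference compound; higher means more ethidium bromide displaced from hairpin DNA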
# VIM-2 inhibitor: blocks Pseudomonas aeruginosa VIM-2 metallo-beta-lactamase | inhibition, % at 5.6 µM | AID 1527 | purified VIM-2, nitrocefin hydrolysis, epi-absorbance fluorescence | 290,000 tested, 0.89% active;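 active = inhibition above the mean of all tested compounds plus 3 SD, cutoff set per screening run, cut at about 7.5% in these data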;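 also: red hydrolysis product quenches plate fluorescence so inhibitors raise well fluorescence; 0% = enzyme with DMSO and 100% = DMSO without enzyme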
# NS3 helicase inh: inhibitors of Hepatitis C virus NS3 helicase; NS3 helicase DNA unwinding, Cy5 molecular beacon fluorescence; inhibition, % at 10.9 µM; 290,000 tested, 0.56% active; AID 1800;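 active = inhibition above the mean of all tested compounds plus 3 SD, set per campaign, cut at about 35% in these data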;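 also: 0% = DMSO wells and 100% = thioflavine S control wells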
#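 System: Hepatitis C virus NS3 helicase domain fragment enzyme | Reagent: Annealed dual-labelled DNA beacon duplex, ATP-started | Compound dosing: 10.9 µM single point, 0.8% DMSO | Incubation: 1 h reaction at 25 °C, ATP-initiated | Technique: Cy5 fluorescence | Evaluation: Percent inhibition from t60/t0 fluorescence ratio | Benchmarks: Low DMSO, high thioflavine S at 110 µM | Replication: Singlicate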
# PHOSPHO1 inh: blocks human PHOSPHO1 phosphatase activity; Q8TCT1; recombinant PHOSPHO1, absorbance phosphatase assay; inhibition, % at 13.3 µM; 290,000 tested, 1.1% active; AID 1565; in the data active = inhibition above about 60%
# Target sequence (Q8TCT1 whole entry, looked up): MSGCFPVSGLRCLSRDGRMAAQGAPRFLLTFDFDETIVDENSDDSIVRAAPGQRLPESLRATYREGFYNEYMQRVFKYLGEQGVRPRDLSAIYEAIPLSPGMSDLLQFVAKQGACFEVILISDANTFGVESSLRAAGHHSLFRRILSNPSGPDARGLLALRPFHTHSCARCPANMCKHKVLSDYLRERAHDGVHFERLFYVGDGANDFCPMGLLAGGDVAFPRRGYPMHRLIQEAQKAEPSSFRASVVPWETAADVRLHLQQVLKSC
# * = called active by the depositor.
SMILES,OXTR agonist,GPR7 antagonist,IMP-1 inhibitor,GalR3 antag,V1R ag counter,FID counter,VIM-2 inhibitor,NS3 helicase inh,PHOSPHO1 inh
Cc1cc(C)nc(NC(=O)/C=C/c2ccccc2Cl)c1,-2.3,-7,-3.5,-1,-1.3,0,-1.7,-12,-26
Cc1ccc2[nH]c(=O)c(CN(C(=O)c3cccc([N+](=O)[O-])c3)C(C)C)cc2c1,-1.3,-5,-1.8,0,0.9,-14,-1.6,-2,24
CCNCc1cc2cc(C)ccc2[nH]c1=O,-0.4,-5,-1.9,-5,-0.6,0,-2.9,4,38
Cc1ccc(S(=O)(=O)NCCCN2CCCC2)cc1,1.4,-1,1.2,-8,0.3,-3,-1.7,-8,34
CC(/C=N/NC(=O)Cn1nnc(N)n1)=C\c1ccc(C(C)C)cc1,-1.7,-36,-4.3,-4,-0.1,-33,-2.7,5,46
CS(=O)(=O)N1CCN(c2ccc(NC(=O)CSc3nnc(-c4ccco4)o3)cc2)CC1,-0.4,-16,-3.9,-3,1.4,-1,-3.2,11,-15
O=C1N/C(=C/c2ccco2)C(=O)N1Cc1ccccc1F,-0.6,1,0.3,2,-0.4,-6,0.3,22,11
COc1ccc(N2CCN(S(=O)(=O)c3cccs3)CC2)cc1,0.9,-6,-0.8,-2,1.5,-1,0.0,-8,13
COc1ccc(CC(=O)NNC(=S)Nc2ccccc2)cc1Cl,-0.1,4,-4.0,-6,0.1,-10,-3.8,5,53
Cc1ccc(NC(=O)c2c(O)c3ccccc3n(C)c2=O)nc1,1.9,1,-1.4,-2,-0.3,-9,-2.9,-12,9
Cc1cccc(NC(=S)NC2CCSc3ccccc32)c1 (stereo unspecified),-0.3,-9,-6.6,-4,5.9,-16,-5.3,19,-5
CC(C)n1cc(C(=O)N2CCCC(N3CCN(c4ccc(F)cc4)CC3)C2)cn1 (stereo unspecified),-0.6,15,-1.4,1,0.8,-25,-1.3,6,37
CCOC(=O)c1c(S(=O)(=O)NCC(=O)N2CCN(c3ccccc3)CC2)c(C)n(C)c1C,-2.2,-13,-1.1,-3,-0.8,-26,-1.1,7,13
O=C(O)c1ccn2c(C(=O)c3ccc(Cl)cc3)c(-c3ccccc3)cc2c1,-2.0,-23,-4.3,1,-0.6,-15,-3.9,9,28
COc1cc(S(=O)(=O)NCCCn2ccnc2)ccc1F,4.0,-12,-1.3,-7,0.5,-3,-0.5,0,8
Cn1c(=O)[nH]c(=O)c2c1nc(Br)n2CCSc1ncccn1,0.6,-8,-4.2,-5,-0.1,-2,-3.2,14,-3
CCOC(=O)N1CCN(S(=O)(=O)c2ccc(OCC)cc2)CC1,0.6,-4,-6.1,-4,0.1,-16,-3.7,-5,14
NC(=S)N=Nc1c(O)n(C2OC(=O)c3ccccc32)c2ccccc12 (stereo unspecified),-1.2,-9,-3.0,-4,-0.6,8,-4.9,8,7
COCCN(C)C(=O)CC1C(=O)NCCN1CC(c1ccccc1)c1ccccc1 (stereo unspecified),-0.5,0,-3.5,-5,0.5,-15,-3.5,2,31
COCC(=O)N1CCCC(C(=O)c2ccc(-c3ccccc3)c(F)c2)C1 (stereo unspecified),8.0,-8,-2.0,-6,6.9,-27,-2.9,4,63*
COc1ccc(N(C(=O)Nc2ccc(Cl)cc2)C2=NCCC2)cc1,3.0,-17,-0.2,-1,1.4,0,-1.9,0,-39
O=C(COC(=O)C1c2ccccc2Oc2ccccc21)NC1CCS(=O)(=O)C1 (stereo unspecified),-2.2,-1,-1.0,0,-0.8,-5,-0.8,-4,3
S=c1nc(-c2ccccc2)[nH]n1-c1ccccc1,0.4,-4,-2.3,-5,0.0,2,-3.1,5,50
Cc1cccc(Nc2nc(N)c([N+](=O)[O-])c(N3CCOCC3)n2)c1,-2.7,-11,-3.3,0,0.3,-14,-1.6,-1,-2
Cc1cc2cc(CNC(=O)C3CC3)ccc2n1C,0.7,-10,-2.0,-4,0.1,-22,0.9,-3,13
O=C1[C@@H]2[C@H](C(=O)N1Cc1cccnc1)[C@H]1C=C[C@@H]2C1,0.9,4,-1.3,-6,-0.1,-5,-1.3,5,-4
CC(O)Cn1c(=O)c2c(nc(Br)n2Cc2ccccc2)n(C)c1=O (stereo unspecified),0.6,-8,-4.3,-7,0.5,-9,-0.8,-4,-6
CN1C(=O)[C@H](Cc2ccc([N+](=O)[O-])cc2)NC1=S,4.9,4,-1.9,-11,4.6,2,-1.0,-13,1
COc1cc(S(=O)(=O)NCCN2CCOCC2)ccc1-n1cnnn1,1.5,-5,-3.1,-3,0.1,7,-3.0,5,32
CC1=C(C(=O)Nc2ccccn2)C(c2ccc(Cl)cc2)NC(=S)N1 (stereo unspecified),-0.6,0,-3.2,-4,1.4,-12,-3.2,2,2
O=C(COC(=O)c1ccc(S(=O)(=O)N2CCOCC2)cc1)NCc1cccs1,0.7,-10,0.6,-8,0.8,-10,-1.1,-6,18
O=C(Nc1ccccc1F)c1ccc(-n2cncn2)nc1,0.4,8,-2.8,-2,0.7,3,0.0,9,14
Cc1ccc(S(=O)(=O)N(CC(=O)NCCSc2ccccn2)c2ccc(C)c(C)c2)cc1,0.3,-11,0.1,0,1.3,-32,-1.3,-11,14
O=C(/C=C/c1ccccc1[N+](=O)[O-])N1CCCCC1,-0.3,7,-1.6,-3,0.9,-2,-2.6,19,-20
Cc1cc2oc(C(=O)N(Cc3cccs3)C3CCS(=O)(=O)C3)cc(=O)c2cc1Cl (stereo unspecified),0.9,-15,-2.7,-3,-1.3,-42,5.6,-1,22
CCOC(=O)c1c(C)n(C)c2ccc(O)c(CN(CC)CC)c12,0.0,4,0.9,-7,0.6,4,1.2,9,17

# Arranged by length of the SMILES (largest number first): eleven of the compounds above
SMILES,OXTR agonist,GPR7 antagonist,IMP-1 inhibitor,GalR3 antag,V1R ag counter,FID counter,VIM-2 inhibitor,NS3 helicase inh,PHOSPHO1 inh
Cc1cc2oc(C(=O)N(Cc3cccs3)C3CCS(=O)(=O)C3)cc(=O)c2cc1Cl (stereo unspecified),0.9,-15,-2.7,-3,-1.3,-42,5.6,-1,22
Cc1cccc(Nc2nc(N)c([N+](=O)[O-])c(N3CCOCC3)n2)c1,-2.7,-11,-3.3,0,0.3,-14,-1.6,-1,-2
COCCN(C)C(=O)CC1C(=O)NCCN1CC(c1ccccc1)c1ccccc1 (stereo unspecified),-0.5,0,-3.5,-5,0.5,-15,-3.5,2,31
CC(/C=N/NC(=O)Cn1nnc(N)n1)=C\c1ccc(C(C)C)cc1,-1.7,-36,-4.3,-4,-0.1,-33,-2.7,5,46
CC(O)Cn1c(=O)c2c(nc(Br)n2Cc2ccccc2)n(C)c1=O (stereo unspecified),0.6,-8,-4.3,-7,0.5,-9,-0.8,-4,-6
COc1cc(S(=O)(=O)NCCN2CCOCC2)ccc1-n1cnnn1,1.5,-5,-3.1,-3,0.1,7,-3.0,5,32
Cc1ccc(NC(=O)c2c(O)c3ccccc3n(C)c2=O)nc1,1.9,1,-1.4,-2,-0.3,-9,-2.9,-12,9
O=C(/C=C/c1ccccc1[N+](=O)[O-])N1CCCCC1,-0.3,7,-1.6,-3,0.9,-2,-2.6,19,-20
S=c1nc(-c2ccccc2)[nH]n1-c1ccccc1,0.4,-4,-2.3,-5,0.0,2,-3.1,5,50
Cc1ccc(S(=O)(=O)NCCCN2CCCC2)cc1,1.4,-1,1.2,-8,0.3,-3,-1.7,-8,34
Cc1cc2cc(CNC(=O)C3CC3)ccc2n1C,0.7,-10,-2.0,-4,0.1,-22,0.9,-3,13

# Later entries:
SMILES,OXTR agonist,GPR7 antagonist,IMP-1 inhibitor,GalR3 antag,V1R ag counter,FID counter,VIM-2 inhibitor,NS3 helicase inh,PHOSPHO1 inh
COC(=O)c1cc(OC)c(OC)cc1NC(=O)CSc1ccccc1,-0.2,-10,-3.1,-6,0.6,-27,-2.7,-3,35
CCOC(=O)c1sc(/S(C)=N\S(=O)(=O)c2cccc(Cl)c2)c2c1CCC=C2 (stereo unspecified),-2.0,-3,-0.5,-6,-0.6,-30,-4.8,7,27
COC(=O)[C@H](Cc1ccccc1)NC(=O)Nc1ccc(OC)cc1,-2.0,7,-1.9,-4,-2.4,-3,0.1,-2,4
CSCC[C@H](NC(=O)N1CCn2c1nc1ccccc12)C(=O)NC1CCCCC1,-1.0,-3,-2.6,-7,-1.0,-26,-4.3,3,36
C/C(=C\C(=O)c1ccc(Br)cc1)Nc1ccc(Cl)cc1,-1.2,-12,-2.1,-1,-0.4,9,-2.7,7,-3
Cc1ccccc1NC(=O)C(C)c1ccc(-c2ccccc2)c(F)c1 (stereo unspecified),1.3,-7,-0.8,-9,4.0,-6,-1.1,-2,-1
CCOC(=O)c1nn(C)c(C)c1Cl,0.0,-11,-1.6,-2,0.8,0,-3.5,9,-7
CC(C)Cn1c(SCC(=O)N2CC(=O)Nc3ccccc32)nc2ccccc21,-1.5,1,-3.9,-1,-0.7,-30,-2.4,-5,-31
N/C(=N\OC(=O)CSc1ccccc1)c1ccccn1,0.6,-12,-1.2,-1,0.3,-6,0.8,1,23
Cc1ccc(NC(=O)NCCc2ccc(S(N)(=O)=O)cc2)cc1,0.3,3,-3.0,-1,0.7,-4,-5.3,1,-29
c1ccc2c(c1)ncn2CCN1CCCCC1,1.8,-4,-5.8,-3,1.6,2,-3.7,-2,-19
CCOC(=O)CC1C(=O)NCCN1C(=O)c1cccc(OC)c1 (stereo unspecified),1.3,6,-1.3,-8,0.2,-7,-1.2,1,38
Cc1cc(C)cc(NC(=O)c2cc3c(=O)n4ccccc4nc3s2)c1,-0.1,-9,-4.3,0,0.5,-14,-1.6,4,31
Cc1ccc(S(=O)(=O)Nc2ccc(-c3nnc(SCc4ccccc4Cl)o3)cc2)cc1,-1.1,-6,-2.0,-2,-0.1,-3,-0.6,4,-10
CC(=O)c1c(C)[nH]c(C(=O)Nc2cccc(S(=O)(=O)N(C)C)c2)c1C,1.0,-10,0.4,4,1.4,-7,0.3,-3,44
Cn1cc(CCC(=O)N2CCCC(C(=O)c3ccc(C(C)(C)C)cc3)C2)cn1 (stereo unspecified),2.0,11,-0.1,1,3.8,-31,-1.3,-19,31
